# phage Ecoli inh = growth loss of phage-infected E. coli, primary screen, RecBCD inhibitor project, absorbance, with phage, HTS; inhibition, % at 11.9 µM; 360,000 tested, 0.26% active; AID 651602, 2012; in the data active = inhibition above about 11%
# PfHsp90 yeast 2 = growth inhibition of PfHsp90-expressing yeast, primary screen, antimalarial PfHsp90 inhibitor project, S. cerevisiae, BacTiter-Glo luminescence, single point, set 2. 310,000 tested, 0.32% active. inhibition, % at 9.4 µM. BacTiter-Glo ATP, 48 h; yeast lacking PDR1 and PDR3 efflux regulators. AID 504621, 2011;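 active = every replicate shows inhibition above about 80%, whatever the replicate mean, limit read from the data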;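 also: 0% = DMSO neutral controls and 100% = 20 µM radicicol positive controls; yeast relying on Plasmodium falciparum Hsp90 in place of its own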
# E coli growth = E. coli V3065 growth inhibition, primary screen, counter-screen for AddAB inhibitor project, absorbance, OD600 | 18 h | inhibition, % at 11.9 µM | 330,000 tested, 0.27% active | AID 449728, 2010;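 active = inhibition above the campaign's mean inhibition across all tested compounds plus 3 SD, cut at about 9.9% in these data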;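 also: uninfected addAB+ strain grown without phage in ampicillin broth; 0% = DMSO wells and 100% = ciprofloxacin 0.95 µg/ml wells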
# AddAB inh = growth inhibition of E. coli expressing H. pylori AddAB, primary screen, AddAB inhibitor project, absorbance | AID 435030, 2010 | 330,000 tested, 0.29% active | inhibition, % at 11.9 µM; in the data active = inhibition above about 12%;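 also: 0% = vehicle wells of infected cells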
# Rtt109 HAT inh = inhibitors of C. albicans Rtt109/Vps75 HAT, primary screen, biochemical, ThioGlo CoA-SH fluorescence, plate reader; 330,000 tested, 0.16% active; purified Rtt109/Vps75, 4 h; AID 540336, 2011; inhibition, % at 34.9 µM;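 active = inhibition of at least 50% in every replicate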
# Target sequence (Q5AAJ8 whole entry, looked up): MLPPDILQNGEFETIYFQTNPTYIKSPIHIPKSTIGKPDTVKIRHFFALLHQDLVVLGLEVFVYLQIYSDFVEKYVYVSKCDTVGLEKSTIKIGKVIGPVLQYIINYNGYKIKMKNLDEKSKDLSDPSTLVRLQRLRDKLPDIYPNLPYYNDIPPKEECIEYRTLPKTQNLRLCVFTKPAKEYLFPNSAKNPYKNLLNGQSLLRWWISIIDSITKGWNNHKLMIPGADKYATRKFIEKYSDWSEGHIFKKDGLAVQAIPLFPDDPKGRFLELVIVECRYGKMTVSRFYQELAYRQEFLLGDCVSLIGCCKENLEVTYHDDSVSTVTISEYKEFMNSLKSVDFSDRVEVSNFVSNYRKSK
# CAL PDZ FP = CAL PDZ peptide-binding inhibitors, primary screen, biochemical, fluorescence polarization, Cer-tagged CAL PDZ, HTS. Golgi-associated PDZ and coiled-coil motif-containing protein (Homo sapiens), Q9HD26. purified CAL PDZ, TMR-peptide fluorescence polarization, 1 h. inhibition, % at 20 µM. AID 504414, 2011. 330,000 tested, 0.02% active;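 active = highest replicate inhibition of at least 40%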;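 also: plate controls were DMSO neutral control wells for no effect and unlabeled competitor peptide control wells for full effect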
#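 Test system: purified CerCALP PDZ construct; Compound dosing: one concentration, 20 µM compound; Also added: TMR-labelled reporter peptide T*-PRC34 bound in PDZ groove; Read-out: inhibition from polarization loss; Controls: unlabelled peptide and DMSO controls; Signal: FP readout, S and P plane fluorescence; Incubation: 1 h at RT.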
# Tat export inh = E. coli Tat export inhibitors, primary screen, MC4100, TorA-mCherry reporter, fluorescence, single point. inhibition, % at 10 µM. 340,000 tested, 0.036% active. AID 488895, 2010;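 active = mean replicate inhibition at least 50% and at least half of replicates individually reaching 50%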;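 also: exported cargo escapes ClpAP degradation while cytoplasmic cargo is degraded and loses fluorescence; 0% = median of neutral control wells and 100% = median of NaSCN control wells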
# DAGLB inh = DAGLB lipase inhibitors, primary screen, biochemical, fluorescence, HTS | HEK293T DAGLB membrane lysate, EnzChek fluorogenic substrate | inhibition, % at 5.17 µM | 340,000 tested, 0.059% active | AID 504411, 2011; in the data active = inhibition above about 34%;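 also: 0% = enzyme with vehicle and 100% = wells lacking enzyme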
# Target sequence (Q8NCG7 whole entry, looked up): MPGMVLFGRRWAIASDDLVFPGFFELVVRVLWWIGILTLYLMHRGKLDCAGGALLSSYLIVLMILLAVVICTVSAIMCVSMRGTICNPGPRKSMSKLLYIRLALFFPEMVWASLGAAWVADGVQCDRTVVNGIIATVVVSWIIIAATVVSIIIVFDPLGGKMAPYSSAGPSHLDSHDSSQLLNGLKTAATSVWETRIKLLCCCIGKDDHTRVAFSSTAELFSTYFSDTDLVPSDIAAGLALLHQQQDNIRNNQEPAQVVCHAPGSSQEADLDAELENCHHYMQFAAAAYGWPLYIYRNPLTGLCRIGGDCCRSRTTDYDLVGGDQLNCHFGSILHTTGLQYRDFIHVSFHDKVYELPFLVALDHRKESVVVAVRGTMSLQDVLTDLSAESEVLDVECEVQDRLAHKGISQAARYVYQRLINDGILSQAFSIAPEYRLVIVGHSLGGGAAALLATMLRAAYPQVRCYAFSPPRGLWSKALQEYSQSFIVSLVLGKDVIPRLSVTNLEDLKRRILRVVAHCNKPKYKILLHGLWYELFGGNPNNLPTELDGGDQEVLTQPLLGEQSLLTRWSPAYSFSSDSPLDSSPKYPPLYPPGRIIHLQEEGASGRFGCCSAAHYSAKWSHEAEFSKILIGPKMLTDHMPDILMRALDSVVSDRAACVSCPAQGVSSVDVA
# PvdQ acylase = P. aeruginosa PvdQ acylase inhibitors, primary screen, biochemical, fluorescence, plate reader and imaging, single point. PvdQ acylase [Pseudomonas aeruginosa LESB58]. purified PvdQ acylase. inhibition, % at 10 µM. 340,000 tested, 0.063% active. AID 488965, 2010; in the data active = inhibition above about 30%, passing the limit was not always enough;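 also: 0% = vehicle neutral wells and 100% = reference inhibitor wells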
# Wnt act = Wnt/beta-catenin pathway activators, primary screen, cell-based, plate reader, single point | 300,000 tested, 1.2% active | activation, % at 9.35 µM | Wnt/beta-catenin reporter cell assay, activator; in the data active = activation above about 30%, passing the limit was not always enough;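 also: 0% = neutral control wells and 100% = positive control wells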
# An asterisk follows results filed as active; i = inactive; / = not tested or not shown.
SMILES,phage Ecoli inh,PfHsp90 yeast 2,E coli growth,AddAB inh,Rtt109 HAT inh,CAL PDZ FP,Tat export inh,DAGLB inh,PvdQ acylase,Wnt act
N/C(=N\OC(=O)c1cccc(Br)c1)c1ccccc1,1.4,4,-0.3,1.1,-4,0.3,-11,-11,5,/
CC(OC(=O)C1CC1)C(=O)Nc1ccc([N+](=O)[O-])cc1Cl (stereo not given),-0.1,/,1.2,1.4,1,-1.9,-6,0,-1,1
COc1ccc(N2C(=O)CC(N3CCN(c4ccc(S(=O)(=O)N5CCCC5)cc4)CC3)C2=O)cc1 (stereo not given),1.4,/,-1.6,2.7,-1,-1.1,3,2,-10,/
CCOC(=O)C1=C(C)NC2=C(C(=O)CCC2)C1c1cccs1 (stereo not given),1.9,/,0.0,4.0,-9,-0.4,19,2,0,/
O=C(NCc1ccc(Cl)cc1)c1cc(=O)[nH]c2ccccc12,-0.8,-24,-1.1,-1.7,0,-1.3,2,1,-11,-2
CCCNS(=O)(=O)c1ccc(CCC(=O)N2CCOCC2)cc1,1.7,/,-1.7,-0.5,-3,-1.6,2,0,-3,0
Cc1ccc(SCC(=O)c2cc(C)c(OC(=S)N(C)C)c(C)c2)cc1,2.6,-21,-1.4,2.6,-8,-0.8,6,-8,-4,/
COc1cc2[nH]c(=O)n(CCC(=O)NC3CCN(Cc4ccccc4)CC3)c(=O)c2cc1OC,3.1,-86,/,/,4,-1.6,2,0,-9,7
N#Cc1ccccc1S(=O)(=O)N1CCN(CC(=O)Nc2ccccc2C(=O)NC2CC2)CC1,1.7,19,-0.7,0.3,-2,0.0,-2,1,-5,2
CCOCCCNC(=S)N(Cc1ccco1)Cc1cc2cc3c(cc2[nH]c1=O)OCCO3,3.1,33,1.0,3.6,12,-0.3,-4,-1,-12,-1
S=C(NCCCN1CCOCC1)Nc1ccc(Cl)cc1,3.2,1,-2.6,3.0,-3,-0.1,-1,0,-16,-4
C#CCOCCOCCOCCNc1nc(N2CCN(C(=O)CCCCCCCCCCNC(=O)Cn3cc(C[C@@H](C)O)nn3)CC2)nc(N2CCN(C(=O)CCCCCCCCCCNC(=O)[C@@H]([C@H](C)O)n3cc(C)nn3)CC2)n1,/,1,-0.6,3.8,7,-1.9,9,1,-18,/
N#Cc1ccc(C(=O)OCCc2cc3ccccc3c(=O)o2)cc1,1.9,-15,1.6,0.8,5,0.3,-3,-4,-15,-2
COc1ccc(CN=C(C)c2c(C(F)(F)F)[nH]n(-c3nc4ccccc4s3)c2=O)cc1,1.2,/,1.4,0.6,0,-1.5,4,-2,10,/
CCOC(=O)c1ccc(CNC(=O)CSc2nnnn2-c2ccc(Cl)cc2)o1,1.0,7,0.5,5.1,-4,-3.5,7,2,-11,/
COc1ccc(C(=O)Nc2ccc(S(=O)(=O)Nc3cc(C)nc(C)n3)cc2)cc1,0.2,27,1.6,0.4,-1,-1.0,2,0,-8,-1
O=C(CCN1C(=O)C2CCCCC2C1=O)N1CCN(S(=O)(=O)c2c(F)cccc2F)CC1 (stereo not given),0.8,-15,-0.2,-1.0,-5,-2.5,-1,0,-11,-1
CCCCCCn1c(N2CCC(C(N)=O)CC2)nc2c1c(=O)n(C)c(=O)n2C,3.0,20,1.8,0.9,5,-1.4,1,0,-5,-5
CCc1cc2c(CN3CCN(CCO)CC3)cc(=O)oc2cc1O,2.4,/,-0.6,-2.1,i,-0.4,1,-1,-6,2
COc1ccc(C2C(C(=O)NCCCN3CCOCC3)c3ccccc3C(=O)N2c2ccc(OC)cc2)cc1 (stereo not given),0.8,/,-0.5,6.2,20,-1.2,6,-1,-2,0
CCOC(=O)c1ccccc1NC(=O)c1ccc(F)cc1,2.3,-4,1.9,3.1,4,2.9,6,-26,-7,-1
COCCn1c(SCC(=O)Nc2cc(C(C)(C)C)nn2-c2ccccc2)nc2ccccc2c1=O,2.5,-15,-2.2,0.1,-1,0.6,-7,-1,0,-3
Cc1cc(C)nc(N/N=C/c2sccc2C)n1,-1.1,-26,1.1,-0.3,-3,-1.9,3,-1,3,4
COc1ccc(CCNC(=O)CCCn2c(SCC(N)=O)nc3cc4c(cc3c2=O)OCO4)cc1OC,1.8,/,-3.3,3.3,/,/,/,/,/,-1
O=C(NNC(=O)c1cncc(Br)c1)c1ccncc1,1.2,-3,0.0,-2.4,-2,-3.5,-4,0,-14,-2
CC(C)(Cc1ccc(O)cc1)NC(=O)CC(=O)N=Nc1c(O)[nH]c2ccc(Br)cc12,5.2,-7,3.2,4.7,-10,-0.5,-3,6,0,0
CCOC(=O)N1CCN(C(=O)COc2ccc(Br)cc2Cl)CC1,3.0,/,0.2,-1.7,4,-1.0,13,-3,-16,/
COc1ccc(/C=N/NC(=O)CN(CCc2ccccc2)S(=O)(=O)c2ccc(NC(C)=O)cc2)cc1OC,2.7,0,-1.0,-1.2,-2,-2.0,9,4,-9,-1
COc1cc(C(=O)N2CCNCC2)cc(OC)c1OC,3.7,14,-0.1,2.2,0,0.0,2,-1,-3,0
Cc1cc(C(=O)NCC2COc3ccccc3O2)c2ccccc2n1 (stereo not given),1.6,-6,0.8,0.7,-7,-1.6,-8,0,-20,0
Cc1ccc(C)c(NC(=O)CSc2c(C)n[nH]c2C)c1,2.3,-3,1.0,2.3,12,16,2,0,-17,1
CCOc1ccc(NC(=O)CN(C)CC(=O)Nc2ccccc2SC)cc1OCC,-1.3,-22,0.3,2.7,0,-0.6,9,1,-3,/
C/C=C/c1ccccc1OCc1ccc(C(=O)OC)o1,1.4,-11,0.2,3.3,5,-1.1,13,-9,-9,/
CNC(=O)CSCc1c(Cl)cccc1Cl,0.6,10,-1.0,0.6,0,-0.9,-8,0,9,/
CC(=O)Nc1ccc(S(=O)(=O)NCCS(=O)(=O)N2CCN(c3ccccc3F)CC2)cc1,1.3,4,0.5,3.7,1,-1.6,2,1,-9,-1
COCc1nnc(NC(=O)CCc2ccccc2)s1,2.5,-3,2.3,1.9,-1,-0.6,4,1,-1,/
COc1cc(C2c3c(n[nH]c3C)C(=O)N2c2ccc(C)cc2)ccc1O (stereo not given),3.7,19,-0.2,0.5,9,-3.7,-3,0,-15,/
CC(=O)c1ccc(NC(=O)C(C)OC(=O)COc2ccc(C#N)cc2)cc1 (stereo not given),4.1,2,1.4,1.6,-8,-0.7,-10,3,-1,-7
O=C(CCc1ccccc1)NNC(=O)c1ccncc1,7.2,-5,0.9,0.2,-1,0.0,-4,0,-1,-2
CN(C)c1ccc(/C=C(\C#N)C(=O)OCC(=O)N(C)C2CCS(=O)(=O)C2)cc1 (stereo not given),2.5,-2,-0.5,-0.6,6,-0.3,-27,-1,-22,13

# At a glance, five of the compounds above:
SMILES,phage Ecoli inh,PfHsp90 yeast 2,E coli growth,AddAB inh,Rtt109 HAT inh,CAL PDZ FP,Tat export inh,DAGLB inh,PvdQ acylase,Wnt act
CCOc1ccc(NC(=O)CN(C)CC(=O)Nc2ccccc2SC)cc1OCC,-1.3,-22,0.3,2.7,0,-0.6,9,1,-3,/
C/C=C/c1ccccc1OCc1ccc(C(=O)OC)o1,1.4,-11,0.2,3.3,5,-1.1,13,-9,-9,/
CNC(=O)CSCc1c(Cl)cccc1Cl,0.6,10,-1.0,0.6,0,-0.9,-8,0,9,/
CC(=O)Nc1ccc(S(=O)(=O)NCCS(=O)(=O)N2CCN(c3ccccc3F)CC2)cc1,1.3,4,0.5,3.7,1,-1.6,2,1,-9,-1
COCc1nnc(NC(=O)CCc2ccccc2)s1,2.5,-3,2.3,1.9,-1,-0.6,4,1,-1,/

# (next part)
SMILES,phage Ecoli inh,PfHsp90 yeast 2,E coli growth,AddAB inh,Rtt109 HAT inh,CAL PDZ FP,Tat export inh,DAGLB inh,PvdQ acylase,Wnt act
COc1cc(C2c3sc(=O)[nH]c3SC3C4CCC(C4)C23)ccc1O (stereo not given),-0.1,14,0.2,-0.4,12,-3.7,5,3,-2,12
O=C(COC(=O)c1ccc(S(=O)(=O)N2CCc3ccccc3C2)cc1)NC1CCS(=O)(=O)C1 (stereo not given),6.2,-3,-0.2,0.1,/,2.5,1,0,-13,-7
C=CCn1c(COC)nnc1SCC(=O)c1ccc(F)cc1,1.3,12,1.1,0.7,23,-1.4,0,-3,2,/
Cc1[nH]n(C(N)=S)c(=O)c1N=Nc1cccc(Cl)c1,5.2,-9,6.8,2.5,7,0.0,-5,15,-15,21
CCOC(=O)C1Nc2ccccc2C2C(O)C(O)CC12 (stereo not given),0.7,-25,-0.3,3.5,2,-0.3,-1,-9,-11,6
CCCCc1ccc(NC(=O)CC(C)(C)C)cc1,0.6,11,0.3,3.2,-2,-0.8,2,-10,-10,/
CCN(CC)S(=O)(=O)c1ccc(O)c(C(=O)OCC(=O)NC2CCCC2)c1,2.6,-26,0.9,-0.7,-2,1.7,-2,1,-10,0
COCCCNC(=O)CCN1C(=O)COc2ccccc21,3.2,-5,0.8,1.8,0,-0.2,8,3,0,/
COc1ccc(CN2CCNC(=O)C2CC(=O)N2CCCN(C(C)=O)CC2)c(OC)c1 (stereo not given),4.2,7,-3.1,2.7,29,-1.0,6,0,-19,0
CCCCn1nnnc1SCC(=O)N(CC)CC,1.6,47,1.5,0.3,-11,0.0,1,0,-7,-6
Cc1ccc2nsnc2c1NC(=O)c1ccc([N+](=O)[O-])cc1,1.7,-2,-0.7,-2.7,-1,-3.2,-1,1,-4,-3
CCOc1cc(N2CCOCC2)c(OCC)cc1NC(=O)COc1ncnc2ccccc12,3.6,/,0.4,-0.5,-3,-0.5,8,0,-6,-5
COc1ccc(C(=O)NC2CCN(CC(=O)NC3CCCCC3)CC2)cc1,-0.6,-19,-2.3,0.8,5,-0.1,5,0,-14,-2
O=C(CNC(=O)c1ccccc1)OCC(=O)c1ccc(Cl)s1,2.1,6,1.8,2.8,13,-0.7,0,0,3,2
O=C(Nc1ccc(S(=O)(=O)N2CCCC2)cc1)C1CCN(S(=O)(=O)c2ccc(F)cc2)CC1,2.9,-21,1.6,4.2,-5,-0.2,-3,-4,-4,0
O=C(COc1ccc(Cl)cc1Cl)Nc1cccc(-c2ccc(N3CCOCC3)nn2)c1,4.0,-10,/,/,0,-1.5,-5,1,1,13
C[C@@H]1CC[C@]2(O[C@@H](CCO)C[C@@H](O)[C@@H]2O)O1,1.4,-4,-3.4,1.4,-1,0.3,3,1,12,2
COc1ccc(N2C(=O)c3ccccc3C(C)(C)C2=O)cc1,1.2,-7,0.1,3.7,-8,-1.7,2,-1,-4,-1
Nc1nc(SCc2ccccc2Cl)[nH]c(=O)c1-c1ccccc1,0.9,-12,-1.5,-0.1,9,/,-5,0,-3,/
CC1Cc2ccccc2N1S(=O)(=O)c1cccc(C(=O)N2CCCCC2)c1 (stereo not given),0.1,10,/,/,2,-0.7,-2,0,-4,-5
